High-throughput results (PubChem)
F508del corr: correctors of CFTR F508del function in bronchial epithelial cells. CFBE cells, YFP halide quenching; stimulated with forskolin plus potentiator P3; % fluorescence drop versus neutral controls. activity (quench increase), % at 7.58 µM. 350,000 tested, 0.36% active. AID 720511;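 active = mean added fluorescence quench of at least 8% versus neutral control, with both replicates also reaching 8%; inconclusive = only one of the mean or replicate conditions met; inactive = mean below 8% and not both replicates reaching 8%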;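 also: cells transiently co-express mutant CFTR-F508del with the halide-sensitive YFP; corrector assay measuring rescue of mutant channel to the surface after 24 h compound exposure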
Casp6 inh: blocks human caspase-6 cleavage activity; purified caspase-6, Z-VEID-R110 cleavage fluorescence; inhibition, % at 12.5 µM; 350,000 tested, 0.53% active; AID 686996;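 active = mean inhibition across replicates at least about 35%, with every replicate also reaching that limit, limit read from the data; inconclusive = only one of the two criteria met; inactive = neither criterion met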;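 also: 0% = median of neutral control wells and 100% = no fluorescence left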
Target sequence (P55212 24-179 limits assumed): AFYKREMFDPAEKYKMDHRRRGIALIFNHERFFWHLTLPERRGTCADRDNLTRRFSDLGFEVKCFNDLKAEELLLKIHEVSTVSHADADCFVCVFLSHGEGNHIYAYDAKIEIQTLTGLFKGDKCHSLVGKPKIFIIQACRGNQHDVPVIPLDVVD
Target sequence (P55212 194-293 limits assumed): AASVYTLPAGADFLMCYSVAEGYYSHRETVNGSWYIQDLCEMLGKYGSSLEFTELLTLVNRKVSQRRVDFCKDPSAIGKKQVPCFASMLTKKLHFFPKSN
miR-122 sensor: miR-122 inhibition in Huh7 cells. Huh7 miR-122 Renilla luciferase sensor, 48 h; neutral wells = 0, positive control = 100. activation (reporter increase), % at 12.5 µM. 340,000 tested, 0.3% active. AID 602342;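 active = mean replicate activation score at least 90 and every replicate individually at or above 90; inconclusive = only one of the two criteria met; inactive = neither criterion met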;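 also: higher luciferase means less miR-122 activity so hits act as miR-122 inhibitors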
ERp5 block: blocks human ERp5 reductase activity on insulin; Q15084; ERp5 insulin aggregation, absorbance 650 nm, 90 min; inhibition, % at 9.99 µM; 350,000 tested, 0.05% active; AID 651711;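 active = mean replicate inhibition above about 25%, with every replicate also reaching it, limit read from the data, passing the limit was not always enough; inconclusive = only one of those two criteria met; inactive = neither criterion met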
Target sequence (Q15084 whole entry, looked up): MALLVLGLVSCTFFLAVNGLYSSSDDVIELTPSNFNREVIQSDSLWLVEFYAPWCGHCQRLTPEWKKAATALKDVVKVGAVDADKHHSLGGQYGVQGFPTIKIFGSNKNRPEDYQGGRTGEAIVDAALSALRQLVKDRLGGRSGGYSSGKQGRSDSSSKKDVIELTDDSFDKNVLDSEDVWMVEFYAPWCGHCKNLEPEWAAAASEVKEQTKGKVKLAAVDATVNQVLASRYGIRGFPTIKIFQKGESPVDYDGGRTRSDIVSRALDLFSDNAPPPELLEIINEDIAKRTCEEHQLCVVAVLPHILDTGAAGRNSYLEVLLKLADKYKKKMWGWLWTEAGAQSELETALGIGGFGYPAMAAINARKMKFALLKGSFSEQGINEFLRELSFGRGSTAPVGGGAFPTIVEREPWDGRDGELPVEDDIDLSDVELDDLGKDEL
SIRT5 inh: blocks human SIRT5 desuccinylation of peptide; Purified SirT5, succinyl-peptide AMC, trypsin-coupled fluorescence; inhibition, % at 15 µM; 330,000 tested, 1.1% active; AID 652115; in the data active = inhibition above about 15%; inconclusive = no clear call, values can overlap the other calls
Target sequence (Q9NXA8 whole entry, looked up): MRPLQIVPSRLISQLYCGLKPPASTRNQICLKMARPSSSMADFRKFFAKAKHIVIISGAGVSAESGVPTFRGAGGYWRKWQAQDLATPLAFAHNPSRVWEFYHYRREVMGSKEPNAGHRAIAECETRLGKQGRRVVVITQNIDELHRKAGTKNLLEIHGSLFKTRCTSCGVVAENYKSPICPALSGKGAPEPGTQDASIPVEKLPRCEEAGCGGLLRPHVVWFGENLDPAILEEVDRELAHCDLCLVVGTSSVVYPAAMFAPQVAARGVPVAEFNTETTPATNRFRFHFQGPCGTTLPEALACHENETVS
ERAP1 inh: inhibitors of human ERAP1 aminopeptidase. recombinant ERAP1, Leu-AMC fluorescence, 60 min. Q9NZ08. AID 652197. 340,000 tested, 0.15% active. inhibition, % at 10.7 µM;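 active = mean replicate inhibition of at least 30%, or all replicates individually reaching that 30% level; inactive = mean below 30% and not every replicate reaching it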;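 also: 0% = neutral control wells and 100% = L-leucinethiol positive control wells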
DENV2 CPE rescue: DENV2-induced cell death inhibition | DENV2-infected cells, cytopathic effect rescue, plate reader | CPE inhibition, % at 9.99 µM | 350,000 tested, 1.7% active | AID 651640; in the data active = CPE inhibition above about 20%, passing the limit was not always enough; inconclusive = no clear call, values can overlap the other calls; tested in BHK-21 cells;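 also: 0% = median of neutral control wells and 100% = median of positive control wells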
Active calls of the source: *; u = inconclusive; x = no result given; [ ] = dose if it differs, or a comment. Compounds were not picked by outcome. About 4% of those tested had a hit in this group.

SMILES	F508del corr	Casp6 inh	miR-122 sensor	ERp5 block	SIRT5 inh	ERAP1 inh	DENV2 CPE rescue
O=S(=O)(NCc1ccccc1)[C@@H]1CC2C=CC1C2 (some centres not stated)	-1.6	1	x	3	x	x	12
CCCNC(=O)C[C@@H]1CC[C@@H]2[C@@H](COc3ccc(NC(=O)CC)cc3C(=O)N2C)O1	-1.0	4	3[16.7 µM]	13	5	-2	u
CC(C)CC1C(=O)N(Cc2cn(CCC3OCCO3)nn2)CCS(=O)(=O)N1Cc1ccc(-c2ccncc2)cc1 (configuration not stated)	-0.4	1	2	6	-5	0	-6
Nc1[nH]c(C(=O)c2ccccc2)c(-c2ccc(Br)cc2)c1C(=O)NC1CCCCC1	-2.3	0	x	-3	x	15	20
Cn1c(C(=O)N2CCCC(C(=O)NCc3cccs3)C2)cc2sccc21 (configuration not stated)	0.5	10	-1	-4	1	4	-1
O=C(c1ccccc1)N1CC(=O)N2[C@H](CO)[C@@H](c3ccc(C#Cc4ccccc4)cc3)[C@H]2C1	0.7	4	x	-3	1	-1	2
CCCNC(=O)N1[C@H](C#N)[C@H](c2ccccc2-c2ccccc2F)[C@@H]1CO	-1.2	4	x	2	0	0	-4
COc1ccc(CN2C(=O)c3cccc4cccc2c34)cc1F	1.6	7	x	3	1	2	5
COc1ccc(NC(=O)N(C)C[C@@H]2OCCCC[C@@H](C)Oc3ccc(NS(=O)(=O)c4c(C)noc4C)cc3C(=O)N([C@@H](C)CO)C[C@H]2C)cc1	1.8	x	2[16.7 µM]	x	x	x	-11
CCOC(=O)c1cnn(-c2ccccc2)c1-n1cccc1C(=O)C(=O)N(C)C	-1.2	0	0	-5	-3	x	-5
C[C@@H]1CN([C@@H](C)CO)S(=O)(=O)c2ccc(C3=CCCC3)cc2O[C@@H]1CN(C)C(=O)CC1CC1	-0.4	0	2[16.7 µM]	-1	2	2	2
CC(C)NC(=O)N(C)C[C@@H]1OCCCC[C@H](C)Oc2ccc(NS(C)(=O)=O)cc2C(=O)N([C@@H](C)CO)C[C@@H]1C	0.1	-2	3[16.7 µM]	1	0	-4	0

Quoted at random: 2 compounds from above
SMILES	F508del corr	Casp6 inh	miR-122 sensor	ERp5 block	SIRT5 inh	ERAP1 inh	DENV2 CPE rescue
CCCNC(=O)C[C@@H]1CC[C@@H]2[C@@H](COc3ccc(NC(=O)CC)cc3C(=O)N2C)O1	-1.0	4	3[16.7 µM]	13	5	-2	u
Cn1c(C(=O)N2CCCC(C(=O)NCc3cccs3)C2)cc2sccc21 (configuration not stated)	0.5	10	-1	-4	1	4	-1

New compounds follow:
SMILES	F508del corr	Casp6 inh	miR-122 sensor	ERp5 block	SIRT5 inh	ERAP1 inh	DENV2 CPE rescue
COc1cc(C(CC(=O)Nc2ncccc2C)N2Cc3ccccc3C2=O)cc(OC)c1OC (configuration not stated)	1.8	0	32	3	-1	-6	-5
COC(=O)c1cc(Br)ccc1NC(=O)CSCc1c(C)noc1C	3.2	1	7	3	-4	-1	-5
CCCCCCCCCCCCC(NC(C)=O)(C(=O)OCC)C(=O)OCC	0.1	-6	x	-13	-2	0	-3
O=C(NCC1CC1)[C@H]1[C@H](CO)[C@H]2Cn3c(ccc(-c4cccnc4)c3=O)[C@H]2N1C(=O)NC1CCCC1	-2.7	-1	2[16.7 µM]	-4	-23	0	3
COc1cc(C)ccc1OCCON1C(=O)CCC1=O	0.7	-4	-7	4	2	-2	-1
O=C(COC(=O)c1ccc2ncsc2c1)NC(=O)NCc1ccccc1	1.5	2	x	-25	-3	6	2
COc1ccc(-c2cnc3c(c2)C(=O)N([C@@H](C)CO)C[C@H](C)[C@@H](CN(C)C(=O)Cc2ccncc2)O3)cc1	0.5	-4	-16[16.7 µM]	0	-5	0	2
CC(C)(C)OC(=O)N1CCC2(CC1)Oc1ccc(Cl)cc1C(=O)C21CC(c2ccc(Cl)cc2)=NO1 (configuration not stated)	-5.1	-2	x	0	1	2	-9
Cc1ccc(S(=O)(=O)N(C)C[C@@H]2Oc3c(NC(=O)C4CC4)cccc3C(=O)N([C@H](C)CO)C[C@H]2C)cc1	1.1	-1	-5[16.7 µM]	-3	0	1	-4
CCCS(=O)(=O)NC(=O)C1(C)CCN(C(=O)Cc2ccc(OC)c(OC)c2)C1 (configuration not stated)	2.1	-4	x	-4	x	2	-7
Cc1ccc(-c2nnn(CC(=O)NCCc3ccc4c(c3)OCO4)n2)cc1	-1.2	0	-3	-12	0	-1	0
O=C(NC(=O)N1CCCc2ccccc21)c1ccccc1	1.2	x	x	-3	0	-2	-2
CCN(CC)CCn1c(SCC(=O)Nc2cccc(OC)c2)nc2c(sc3ccccc32)c1=O	2.2	-5	x	8	-4	6	4
COC(=O)c1ccccc1NC(=O)CNC(=O)c1ccc(OC)c(OC)c1	0.4	4	x	-3	2	-1	9
CCc1ccc(NC2CC(=O)N(c3ccc(OC)cc3OC)C2=O)cc1 (configuration not stated)	-2.0	-2	x	2	-11	1	1
O=C(O)/C(=C\c1ccc(Cl)cc1)c1ccc(F)cc1	0.5	1	x	1	-1	6	8
C[C@H](CO)N1C[C@H](C)[C@H](CN(C)Cc2ccc(C(F)(F)F)cc2)Oc2ccc(NS(=O)(=O)c3ccc(F)cc3)cc2CC1=O	1.6	1	1[16.7 µM]	6	12	-2	9
COc1cc(C=O)ccc1OCC(=O)N1CCCC1	-0.8	-3	x	6	-3	0	6
CCc1cc(C(=O)NCCN(C)C)cs1	0.4	-26	-18	4	1	5	0
COC(=O)c1cnc(Oc2ccc(NC(=O)NC(=O)c3c(OC)cccc3OC)cc2)cc1C(F)(F)F	6.5	-1	59	0	-1	x	5
O=C(N/N=C/c1ccccc1Cl)c1ccncc1	-3.0	-8	0	0	3	7	-3
Cc1noc(C)c1S(=O)(=O)Nc1ccc2c(c1)C(=O)N([C@H](C)CO)C[C@@H](C)[C@H](CN(C)C(=O)NC(C)C)O2	-0.4	1	-2[16.7 µM]	0	3	0	-7
C[C@@H]1CN([C@H](C)CO)C(=O)CCCn2cc(nn2)CO[C@@H]1CN(C)Cc1ccc(C(=O)O)cc1	-2.3	-1	x	-2	-5	2	-8
COc1ccc(NC2=CC(c3ccc(OC)c(OC)c3)N(c3ccc(OC)cc3)C2=O)cc1 (configuration not stated)	x	0	x	2	2	-4	-2
COc1ccccc1-c1ccc([C@@H]2[C@@H](C#N)N(C(=O)NC(C)C)[C@@H]2CO)cc1	-1.4	2	x	2	1	1	u
CO[C@H]1CN(C)C(=O)c2cc(NS(=O)(=O)CC(F)(F)F)ccc2OC[C@@H](C)N(C(=O)NC(C)C)C[C@H]1C	-2.7	0	x	3	7	-5	-5
C=CCNC(=O)c1c(CS(=O)(=O)c2ccccc2)noc1C(=O)NCc1ccccc1	-3.1	-1	1	7	-6	0	-6
CC(=O)c1ccc(N2CCN(C(=O)c3ccc(Cl)c(S(=O)(=O)NC4CC4)c3)CC2)c(F)c1	0.8	-4	22	18	-1	-1	-2
N#CCCN1CCN(C(=S)c2ccc(-c3ccc(Cl)cc3)o2)CC1	x	6	0	1	1	4	x
Nc1[nH]c(C(=O)c2ccccc2)c(-c2ccc(Br)cc2)c1C(=O)c1cccs1	1.4	7	x	-3	-8	2	-4
COc1ccc2c3c(n(C)c2c1)[C@@H](CO)N(C)CC31CN(C(=O)CN2CCOCC2)C1	-1.6	2	x	3	-2	-1	u
C[C@H](CO)N1C[C@H](C)[C@H](CN(C)CC2CCCCC2)OCCCC[C@H](C)Oc2ccc(NS(=O)(=O)c3ccc(F)cc3)cc2C1=O	1.0	5	-13[16.7 µM]	-5	13	-1	9
CC(C)NC(=O)Nc1ccc2c(c1)C(=O)N([C@@H](C)CO)C[C@H](C)[C@H](CN(C)S(=O)(=O)c1ccc(F)cc1)O2	1.1	2	2[16.7 µM]	-1	-2	-1	15
CCCCCCn1cc(CN2CC(N3CCCC3)CS2(=O)=O)nn1 (configuration not stated)	0.5	0	x	-1	-3	-1	-9
COc1ccc(NC(=O)CN(C)C(=O)CSc2ccc3c(c2)OCCO3)cc1	2.1	6	x	16	0	0	7
Cc1ccc(S(=O)(=O)N2CCC(=O)N([C@H](COCc3ccc(Cl)cc3)C(C)C)CC2)cc1	-1.5	2	x	2	x	3	1

An excerpt from above, reduced to Casp6 inh and F508del corr.
smiles	Casp6 inh	F508del corr
CC(=O)c1ccc(N2CCN(C(=O)c3ccc(Cl)c(S(=O)(=O)NC4CC4)c3)CC2)c(F)c1	-4	0.8
N#CCCN1CCN(C(=S)c2ccc(-c3ccc(Cl)cc3)o2)CC1	6	x

Other compounds follow.
SMILES	F508del corr	Casp6 inh	miR-122 sensor	ERp5 block	SIRT5 inh	ERAP1 inh	DENV2 CPE rescue
COc1cccc(NC(=O)N2CC(=O)N3[C@H](C2)[C@@H](c2ccc(C#CC4CCCCC4)cc2)[C@@H]3CO)c1	1.6	x	x	1	x	x	-3
O=C1NC[C@H](Cc2ccccc2)N(CC2CCN(CCCCc3ccccc3)CC2)C1=O	-0.1	-5	-3	-1	-2	-3	35*
CO[C@@H]1CN(C)C(=O)c2cc(NC(=O)CC(F)(F)F)ccc2OC[C@H](C)N(C(C)=O)C[C@H]1C	1.6	2	x	8	2	-1	10
O=C(c1ccccc1F)N1CCN(Cc2nc3sc4c(c3c(=O)[nH]2)CCCC4)CC1	2.0	1	-2	-1	-4	5	-1
Cc1ccc2c(c1)CCCN2C(=O)c1ccncc1	-0.1	-2	-2	0	-2	1	-1
CC1CN(C(=O)CCC(=O)NCc2cccnc2)c2ccccc2O1 (configuration not stated)	-2.9	-1	7	-9	-1	-1	1
O=[N+]([O-])c1ccc(S(=O)(=O)Nc2ncccn2)cc1	3.3	-1	0	0	-7	0	2
C[C@H](CO)N1C[C@H](C)[C@@H](CN(C)C(=O)Nc2cccc3ccccc23)Oc2ccc(NS(=O)(=O)c3cccs3)cc2C1=O	-0.2	-1	-4[16.7 µM]	-4	-2	-1	-5
N#Cc1ccccc1OCC(=O)NNC(=O)CCNC(=O)c1ccccc1	0.8	2	x	7	0	-2	-2
Cc1cc(C(=O)N2CCC(C(=O)O)CC2)c(C)o1	-0.9	-3	1	0	-1	x	7
CN(CC(=O)Nc1ccc(F)cc1)C(=O)Cn1c(=O)oc2ccccc21	-1.5	1	-3	-3	-5	-2	-1
C[C@H]1CN([C@@H](C)CO)C(=O)c2ccccc2-c2ccccc2CO[C@@H]1CN(C)C(=O)[C@@H]1CCCN1C	0.9	-3	x	3	0	-1	7
C[C@H](CO)N1C[C@H](C)[C@@H](CN(C)S(=O)(=O)c2ccccc2)Oc2ncc(-c3ccncc3)cc2C1=O	0.7	-1	0[16.7 µM]	11	-1	3	-5
O=C(NNc1nc2c(F)cc(F)cc2s1)c1ccccc1	-0.6	-3	x	1	x	-2	-3
Cn1c(SCc2ccccc2)nccc1=O	0.7	-4	3	2	-10	-1	0
O=C(NC(c1ccc(F)cc1)c1ccc2ccccc2n1)C1CCN(Cc2ccc(Oc3ccccc3)cc2)CC1 (configuration not stated)	-0.1	-4	-7	12	-1	1	-6
Cc1nc(S(=O)(=O)N[C@@H]2CCCN(Cc3cccc(OCCO)c3)C2)cn1C	1.3	1	x	2	x	-2	1
COc1ccccc1N1CCN(/N=C/c2cc(OC)c(OC(C)=O)c(OC)c2)CC1	-1.6	1	-4	1	0	-2	u
CCOC(=O)c1cc2sccc2n1CC(=O)Nc1ccc2c(c1)OCCO2	x	-2	x	3	-20	0	x
Cc1noc(C)c1NC(=O)Nc1ccc2c(c1)CC(=O)N([C@@H](C)CO)C[C@@H](C)[C@H](CN(C)Cc1ccncc1)O2	-0.6	2	69[16.7 µM]	-1	-6	-1	-8
O=[N+]([O-])c1c(Nc2ccccn2)cc(Cl)c2nonc12	u	59*	x	-4	-6	4	2
COc1ccc(C2=NN(C(=O)c3cccs3)C(O)(C(F)(F)F)C2)cc1 (configuration not stated)	3.7	3	x	-4	8	0	-1
c1ccc(CCNc2nc(-c3ccncc3)cs2)cc1	1.3	0	0	-1	-1	1	14
O=C(C[C@@H]1C=C[C@@H](NC(=O)Cc2ccccn2)[C@@H](CO)O1)NCCc1ccccc1	2.5	1	x	-5	-3	3	3
CCC(=O)N1CCC(C)(C(=O)Nc2cc(OC)c(OC)c(OC)c2)C1 (configuration not stated)	-1.5	1	-4	3	x	0	-9
